From PubChem
D1 antag: Antagonist of Human D 1 Dopamine Receptor: qHTS | HEK293 TREx D1 cells, calcium flux, dopamine EC80; hits give low values | activity change, negative = inhibition, % at 10 µM | 360,000 compounds, 3.2% hits; in the data active = activity change below about -30%; note: % is set by controls: 0 for no effect and ±100 for the full control effect
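Cells carrying a force-coupled, tetracycline-inducible human D1 receptor report calcium flux. Each well gets a 10 s baseline, compound with 180 s monitoring, then an EC80 dopamine stimulus with a second 180 s kinetic read.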
D1 ag: Allosteric Agonists of the Human D1 Dopamine Receptor: qHTS. D(1A) dopamine receptor (Homo sapiens), P21728. HEK293 T-REx D1 cells, calcium flux, agonist mode. activation, % at 2 µM. 360,000 compounds, 1% hits. AID 504660, 2011; in the data active = activation above about 30%; note: 0% is about no effect
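Inducible HEK293 T-REx D1 cells, force-coupled to calcium signalling, were plated at 4000 cells/well with tetracycline and held overnight at 30 C. After no-wash calcium dye loading, compound-evoked calcium rise over 180 s flagged agonists.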
Vif-APOBEC3F blk: qHTS for Inhibitors of Vif-A3F Interactions: qHTS. HeLa A3F-eYFP + Vif (tagged APOBEC3F with the HIV-1 protein that degrades it), YFP fluorescence increase. Potency, µM (doses to about 46.1 µM), for the others: top-dose activity, negative = active. 390,000 compounds, 0.2% hits; note: potency is the fitted concentration of half-maximal effect; % of control where 0% means no effect; nearly all actives have a fitted effect of over 65% in size
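HeLa cells stably expressing A3F-eYFP plus Vif, plated and incubated overnight at 37 deg C, then exposed to compounds overnight at 37 deg C. Blocked degradation read as raised yellow fluorescence (Ex 488/Em 500-530).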
Vif-APOBEC3G blk: qHTS for Inhibitors of Vif-A3G Interactions: qHTS. DNA dC->dU-editing enzyme APOBEC-3G (Homo sapiens), Q9HC16. HeLa A3G-eYFP + Vif (tagged APOBEC3G with the HIV-1 protein that degrades it), YFP fluorescence, overnight. Potency, µM (series often up to 46.1 µM), without a hit: top-dose activity, negative = active, actives largely listed as inhibitors. 410,000 compounds, 0.076% hits;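 note: potency is the fitted concentration of half-maximal effect; % is set by controls: 0 for no effect and ±100 for the full control effect; nearly all actives have a fitted effect of over 60% in size; hits raise eYFP signal because A3G escapes Vif-driven loss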
Target sequence (Q9HC16 whole entry, looked up): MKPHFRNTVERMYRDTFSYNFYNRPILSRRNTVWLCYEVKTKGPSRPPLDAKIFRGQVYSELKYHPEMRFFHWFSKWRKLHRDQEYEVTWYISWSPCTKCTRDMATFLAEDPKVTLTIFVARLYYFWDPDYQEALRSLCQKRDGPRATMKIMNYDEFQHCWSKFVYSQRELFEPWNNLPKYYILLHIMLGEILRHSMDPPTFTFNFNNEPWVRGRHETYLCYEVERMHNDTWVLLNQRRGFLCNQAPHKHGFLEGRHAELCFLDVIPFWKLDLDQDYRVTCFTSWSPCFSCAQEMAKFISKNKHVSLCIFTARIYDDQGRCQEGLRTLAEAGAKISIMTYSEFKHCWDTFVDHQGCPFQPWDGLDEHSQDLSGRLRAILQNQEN
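Read-out is eYFP fluorescence (Ex 488/Em 500-530) from Vif-expressing HeLa A3G-eYFP cells; more signal means A3G escaped Vif-mediated degradation. Cells plated overnight, compound pinned in, incubated overnight at 37 deg C.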
RXFP1 agonist: qHTS Assay for Agonists of the Relaxin Receptor RXFP1 | Relaxin receptor 1 (Homo sapiens), Q9HBX9 | HEK293T-RXFP1 cAMP TR-FRET, 30 min; response scale: percent of porcine relaxin response, buffer zero | Potency, µM (doses to about 57.5 µM), without a hit: at the highest dose activation, hits mostly activators | 370,000 compounds, 0.3% hits | AID 2676, 2010; note: potency is the fitted concentration of half-maximal effect; % is set by controls: 0 for no effect and ±100 for the full control effect; nearly all actives have a fitted effect of over 60% in size; many of its hits are not listed in these tables
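cAMP rise read by TR-FRET after 30 min, 37C compound exposure (up to 58 uM) in RXFP1-transfected HEK293 cells with Ro 20174 present. EC50 from Hill-equation fits, with 29 nM porcine relaxin as 100% and buffer as basal.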
RXFP1 antagonist: qHTS Assay for Antagonists of the Relaxin Receptor RXFP1. HEK293-RXFP1, relaxin-stimulated cAMP HTRF, 30 min; hits give low values. AID 1259400, 2018. 350,000 compounds, 0.59% hits. activity change, negative = inhibition, % at 57.5 µM. Relaxin receptor 1 (Homo sapiens), Q9HBX9;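 active = activity change of -60% or lower, but not beyond a set lower limit; inconclusive = change between -60% and -40%, or beyond the set limit; inactive = change above -40%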; note: % is set by controls: 0 for no effect and ±100 for the full control effect
D1 potentiator: Potentiators of Human D1 Dopamine Receptor: qHTS; HEK293 TREx D1 cells, calcium flux, dopamine EC20 potentiation; potentiation, % at 10 µM; D(1A) dopamine receptor (Homo sapiens), P21728; 360,000 compounds, 0.036% hits; AID 504651, 2011; in the data active = potentiation above about 30%; note: 0% is about no effect
D2 potentiator: HTS Assay for Positive Allosteric Modulators of the Human D2 Dopamine Receptor: Primary Screen for Potentiators; D(2) dopamine receptor (Homo sapiens), P14416; AID 485347, 2010; potentiation, % at 10 µM; 340,000 compounds, 0.34% hits; HEK293 T-REx D2, calcium flux, EC20 dopamine potentiation;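 active = potentiation over 3 SD above the plate norm, cut at about 30% in these data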; note: 0% is about no effect
Target sequence (P14416 whole entry, looked up): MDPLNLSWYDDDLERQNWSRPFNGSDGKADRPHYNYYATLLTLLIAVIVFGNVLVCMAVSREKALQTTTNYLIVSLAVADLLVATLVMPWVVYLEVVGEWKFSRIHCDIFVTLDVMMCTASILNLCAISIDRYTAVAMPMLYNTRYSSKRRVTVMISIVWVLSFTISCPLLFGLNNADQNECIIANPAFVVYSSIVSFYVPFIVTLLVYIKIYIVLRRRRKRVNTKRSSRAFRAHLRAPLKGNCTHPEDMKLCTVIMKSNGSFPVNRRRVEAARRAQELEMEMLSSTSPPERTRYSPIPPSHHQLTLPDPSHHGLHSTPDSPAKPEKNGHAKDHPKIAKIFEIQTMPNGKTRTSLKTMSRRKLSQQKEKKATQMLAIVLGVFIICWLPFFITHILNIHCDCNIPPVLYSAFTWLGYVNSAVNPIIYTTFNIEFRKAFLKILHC
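Cells plated with tetracycline inducer and held overnight at 30 C; calcium dye loaded 30–90 min at room temperature; baseline taken, compound added and read 180 s; EC20 dopamine then added and read 180 s.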
Glioma ERSR ind: qHTS for Inducers of the Endoplasmic Reticulum Stress Response (ERSR) in Human Glioma: qHTS; 420,000 compounds, 0.02% hits; Potency, µM, for the others: at the highest dose activation, actives largely listed as activators; U87-MG GRP78 promoter luciferase reporter, 16 h; AID 602332, 2012; note: potency is the fitted concentration of half-maximal effect; series mostly up to about 76 µM; % of control where 0% means no effect; nearly all actives have a fitted effect of over 35% in size
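Stably transfected U87-MG glioma cells carrying a GRP78-based luciferase sensor; 16 h compound incubation. Luminescence end-point read 10 min after Bright-Glo addition at room temperature.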
Starred values were filed as active, the others as inactive; ? = inconclusive; . = no result given; & = joins results of further samples. Unless noted, calls come from the whole dose curve; as a rule, active = well fitted curve in the direction sought with a large enough effect; inconclusive = small, poorly fitted or top-dose-only effect, or another doubt; inactive = no such curve, though single readings can be large; an effect the other way counts as inactive or inconclusive. This is a subset; rates above refer to the full screens.

(1) CC(=O)Nc1ccc(NC(=O)C(C)OC(=O)C2CCN(S(=O)(=O)c3cccs3)CC2)cc1 (configuration not stated)
(2) CC1=C(C(=O)OCC2CCCO2)C(c2ccncc2)C2=C(CC(C)(C)CC2=O)N1 (configuration not stated)
(3) Cc1nc(CC(=O)NNS(=O)(=O)c2cccc(Cl)c2Cl)cs1
(4) N#Cc1c(C#N)c(-c2ccccc2)n(-c2ccccc2)c1N
(5) CN(C)CC1CCCCC1OC(=O)/C=C/c1ccc(Cl)cc1Cl (configuration not stated)
(6) CC(C)Sc1cc(N2CCCC2)nc(-c2ccccc2)n1
(7) Cc1ccc(C)c(OCCC(=O)OCC(=O)NNC(=O)c2ccccc2)c1
(8) CS(=O)(=O)N1CCCC(C(=O)NCCCN2CCC(Cc3ccccc3)CC2)C1 (configuration not stated)
entry no.	1	2	3	4	5	6	7	8
D1 antag	-1	0	.	-24	7	36	1	3
D1 ag	1	3	.	0	8	5	1	1
Vif-APOBEC3F blk	-14%	-8%	-5%	-8%	-7%	-10%	0%	3%
Vif-APOBEC3G blk	2%	1%	0%	-5%	-4%	-3%	-1%	-4%
RXFP1 agonist	-0.6%	-0.4%	.	0.2%	1.1%	0.7%	-1.2%	-0.1%
RXFP1 antagonist	0	4	4	8	-31	-7	6	-9
D1 potentiator	-2	5	.	-5	-3	6	2	-4
D2 potentiator	-2	2	.	9	-9	7	-7	-30
Glioma ERSR ind	-4%	-3%	-4%	2%	-3%	-3%	-7%	-1%

(9) O=C(c1ccc(Cn2c(=S)[nH]c3cc4c(cc3c2=O)OCO4)cc1)N1CCN(c2ccccc2)CC1
(10) COc1ccc(C(=O)NC(Cc2c[nH]c3ccccc23)C(=O)O)cc1 (configuration not stated)
(11) Cc1ccc(-n2c(=O)c3sccc3n(Cc3cc(=O)n4ccccc4n3)c2=O)cc1
(12) CCN(C(=S)Nc1ccc(C(C)=O)cc1)C1CCCCC1
(13) CCCCC(=O)N1CCN(c2nc3c(C)c(C)ccc3s2)CC1
(14) CCOC(=O)C1CCCN(CC(O)COc2ccccc2C(C)=O)C1 (configuration not stated)
(15) COc1ccc(S(=O)(=O)N2CCCCC2)cc1NC(=O)c1ccc([N+](=O)[O-])o1
(16) Cc1cccc(C(=O)Nc2sc3c(c2C#N)CCCCC3)c1
entry no.	9	10	11	12	13	14	15	16
D1 antag	21	1	28&0	-9	.	-1	4	34
D1 ag	1	1	2&5	3	2	1	1	1
Vif-APOBEC3F blk	8%	4%	-2%&1%	1%	3%	-9%	-1%	0%
Vif-APOBEC3G blk	0%	3%	-12%&-2%	-2%	6%	1%	-2%	0%
RXFP1 agonist	2.8%	1.6%	14%&2.1%	7.0%	-0.5%	-1.2%	-1.7%	0.1%
RXFP1 antagonist	?	3	-11&5	12	.	11	15	-8
D1 potentiator	-4	-4	2&6	-4	-2	1	-5	24
D2 potentiator	6	7	5&1	-6	-8	-22	2	-4
Glioma ERSR ind	-3%	2%	-4%&-1%	2%	-2%	-1%	-4%	-9%

Whole records from above.
O=C(c1ccc(Cn2c(=S)[nH]c3cc4c(cc3c2=O)OCO4)cc1)N1CCN(c2ccccc2)CC1 is entered as D1 antag = 21; D1 ag = 1; Vif-APOBEC3F blk = 8%; Vif-APOBEC3G blk = 0%; RXFP1 agonist = 2.8%; RXFP1 antagonist = ?; D1 potentiator = -4; D2 potentiator = 6; Glioma ERSR ind = -3%
Cc1ccc(-n2c(=O)c3sccc3n(Cc3cc(=O)n4ccccc4n3)c2=O)cc1 is entered as D1 antag = 28&0; D1 ag = 2&5; Vif-APOBEC3F blk = -2%&1%; Vif-APOBEC3G blk = -12%&-2%; RXFP1 agonist = 14%&2.1%; RXFP1 antagonist = -11&5; D1 potentiator = 2&6; D2 potentiator = 5&1; Glioma ERSR ind = -4%&-1%

Later entries
(17) Fc1ccccc1NC(=S)N1CCN(Cc2ccccc2)CC1
(18) CS(=O)(=O)c1ncc(N(Cc2ccco2)Cc2cccs2)c(C(=O)Nc2ccccc2F)n1
(19) COc1cc2c(cc1OC)-c1cc(Nc3ccccc3Br)nc(=O)n1CC2
(20) COc1ccc(C(=O)NCC2CCCN2S(=O)(=O)c2cccs2)cc1OC (configuration not stated)
(21) CC(=O)N1c2ccccc2CC1C(=O)NCc1cccc(Cl)c1 (configuration not stated)
(22) Cc1c(Cl)cccc1NC(=S)NCCC(C)C
(23) COc1cccc(NC(=O)CSc2nc3c(c(=O)n2C)SC(C)C3)c1 (configuration not stated)
(24) CCc1ccc(NC(=O)c2noc(C(C)C)c2[N+](=O)[O-])cc1
entry no.	17	18	19	20	21	22	23	24
D1 antag	0	7	-2	-6	-9	-14	5	-17
D1 ag	1	13	1	9	5	7	3	-1
Vif-APOBEC3F blk	1%	4%	5%	-2%	-5%	1%	-4%	-7%
Vif-APOBEC3G blk	-2%	2%	-12%	2%	3%	2%	0%	-2%
RXFP1 agonist	3.9%	-0.5%	4.3%	0.0%	0.1%	2.1%	0.5%	1.2%
RXFP1 antagonist	17	-15	32	5	-21	-2	.	-17
D1 potentiator	-2	-1	-8	-2	-2	-3	0	1
D2 potentiator	4	7	6	-5	.	1	1	-34
Glioma ERSR ind	-1%	-4%	-9%	-2%	0%	-5%	-2%	-6%

(25) CSCCC(NC(=O)c1ccccc1Cl)C(=O)N1CCCCC1 (configuration not stated)
(26) CN1C(=O)/C(=C/c2ccccc2OCc2cccc(F)c2)NC1=S
(27) CC(=O)Nc1ccc(NC(=O)C(C)OC(=O)CCC2CCCCC2)cc1 (configuration not stated)
(28) CN(C)c1ccc(C(=S)N2CCN(C(=S)Nc3ccc(Cl)cc3)CC2)cc1
(29) COC(=O)c1ccc(N2CCN(CC(=O)c3ccc(C)cc3)CC2)c([N+](=O)[O-])c1
(30) Cc1cccc(C)c1NC(=O)C/C(N)=N/O
(31) C=CCNC(=S)N1CC2(C)CN(C(=S)NCC=C)CC(C)(C1)C2=O
(32) CN(Cc1cccs1)C(=O)CSc1nc(N)cc(N)n1
entry no.	25	26	27	28	29	30	31	32
D1 antag	-1	-11	15	-4	.	7	0	2
D1 ag	1	3	20	3	.	5	1	1
Vif-APOBEC3F blk	0%	-1%	-4%	6%	0%	-21%	1%	?
Vif-APOBEC3G blk	0%	0%	2%	0%	-6%	1%	-4%	-1%
RXFP1 agonist	-1.4%	-0.3%	-3.3%	0.3%	.	3.0%	0.4%	0.5%
RXFP1 antagonist	8	-12	-16	-23	-12	-4	-3	9
D1 potentiator	2	-2	-3	2	.	-4	0	-4
D2 potentiator	1	-5	.	-9	.	3	6	-3
Glioma ERSR ind	-1%	-7%	-4%	4%	0%	-5%	-2%	-2%

(33) COc1ccc(CNc2ccc3cn[nH]c3c2)c(OC)c1OC
(34) C#CCN(C[C@H]1[C@H](OC(=O)NCc2ccccc2F)[C@H](OC(=O)NCc2ccccc2F)C[C@@H](C(=O)OC)[C@H]1C(=O)OC)S(=O)(=O)c1ccc(C)cc1
(35) COc1ccc(Cl)cc1S(=O)(=O)N(C)CC(=O)NCCCn1ccnc1
(36) CC1=C(C(=O)OC2CCCC2)C(c2ccc(Cl)cc2)CC(=O)N1 (configuration not stated)
(37) COC(=O)CNC(=O)C1CCN(S(=O)(=O)c2cnc[nH]2)CC1
(38) Cn1c(SCC(=O)NC2CC2)nnc1-c1ccccc1
(39) Cc1nn(C)cc1S(=O)(=O)Nc1ccc(C(F)(F)F)cc1
(40) NC(=O)NCc1cccc(Cl)c1
entry no.	33	34	35	36	37	38	39	40
D1 antag	4	.	-8	-10	7	-8	-18	8
D1 ag	7	.	4	4	3	2	3	1
Vif-APOBEC3F blk	2%	-2%	-13%	1%	5%	-22%	-5%	-3%
Vif-APOBEC3G blk	0%	-1%	-3%	0%	1%	0%	2%	1%
RXFP1 agonist	0.3%	.	0.4%	4.7%	-0.6%	0.2%	-1.4%	0.8%
RXFP1 antagonist	7	-3	3	.	?	1	-3	-5
D1 potentiator	-4	.	-3	1	-2	-8	1	0
D2 potentiator	14	.	18	0	-10	6	-4	-7
Glioma ERSR ind	5%	-1%	-4%	-1%	-5%	-1%	-4%	-3%

(41) O=C(Oc1ccc(OC(=O)c2ccco2)c(S(=O)(=O)c2ccc(Br)cc2)c1)c1ccco1
(42) COc1ccccc1C1CCN(C(=O)c2cccs2)CC1
(43) CNC(=S)N1CCC(Cc2ccccc2)CC1
(44) COc1ccc(OC)c(N(CC(=O)NCCSCc2ccco2)S(=O)(=O)c2ccc(OC)c(OC)c2)c1
(45) Nc1nn2cc(-c3ccccc3)nc2c2ccccc12
(46) COc1ccc(/C=C/C(=O)c2ccc(O)cc2)cc1COc1ccc(F)cc1
entry no.	41	42	43	44	45	46
D1 antag	-6	-6	1	6	-11	7
D1 ag	11	0	0	4	0	5
Vif-APOBEC3F blk	1%	2%	-1%	?	0%	-6%
Vif-APOBEC3G blk	-1%	-1%	-1%	-5%	-13%	0%
RXFP1 agonist	-0.6%	-0.9%	1.5%	-0.4%	5.0%	0.1%
RXFP1 antagonist	-24	12	2	-9	-27	-2
D1 potentiator	-5	-3	1	-12	-1	-9
D2 potentiator	23	4	0	-1	-4	3
Glioma ERSR ind	0%	-1%	6%	-4%	-5%	3%
